POLI inh: inhibitors of human DNA polymerase iota; 1% of 390,000 active; Potency, µM (doses to about 115 µM), for inactives: top-dose activity, negative = inhibition, hits mostly inhibitors; AID 588590; Pol iota fluorescent replication assay, 10 min; Q9UNA4; further: potency means the concentration at half of the fitted maximal effect
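Fluorescent replication assay read twice, at 0 min and 10 min after adding 50 nM (final) substrate. Enzyme (10 nM) and compounds were first incubated 15 min at room temperature; enzyme-free buffer wells were negative controls.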
12-LOX inh: ALOX12 (human) lipoxygenase inhibition; P18054; purified 12hLO, xylenol orange hydroperoxide absorbance; Potency, µM (series often up to 108 µM), inactives show at the highest dose activity change, negative = inhibition, usual class: inhibitors; 1.1% of 580,000 active; further: potency means the concentration at half of the fitted maximal effect; on the % scale 0 is the no-effect control and ±100 the full control effect
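Purified human 12hLO at 150 nM in 25 mM Hepes, 0.01% Triton X-100, pH 7.0, preincubated 15 min at room temperature with compound. Reaction started with 40 uM arachidonic acid, 30 min at room temperature. Hydroperoxide measured by Fe-xylenol orange, 573/405 nm absorbance ratio.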
ERG-DNA inh: ERG Ets/DNA interaction inhibition; P11308; fluorescence polarization, His-ERG Ets domain / labelled DNA; Potency, µM (highest dose often 76.9 µM), for inactives: at the top dose FP activity, negative = inhibition, actives largely listed as inhibitors; 0.028% of 370,000 active; active means well fitted inhibition curve with a large enough effect in the polarisation, with a control signal flat; inconclusive means small, poorly fitted or top-dose-only effect, or effect the other way, or a change in a side signal; inactive means no such curve, though single readings can be large or run the other way; the % refers to the polarisation;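 further: polarization taken with two DNA probes labelled with fluorescein and Texas red; potency means the concentration at half of the fitted maximal effect; % of control where 0% means no effect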
Target sequence (P11308 whole entry, looked up, the tested form may be a part): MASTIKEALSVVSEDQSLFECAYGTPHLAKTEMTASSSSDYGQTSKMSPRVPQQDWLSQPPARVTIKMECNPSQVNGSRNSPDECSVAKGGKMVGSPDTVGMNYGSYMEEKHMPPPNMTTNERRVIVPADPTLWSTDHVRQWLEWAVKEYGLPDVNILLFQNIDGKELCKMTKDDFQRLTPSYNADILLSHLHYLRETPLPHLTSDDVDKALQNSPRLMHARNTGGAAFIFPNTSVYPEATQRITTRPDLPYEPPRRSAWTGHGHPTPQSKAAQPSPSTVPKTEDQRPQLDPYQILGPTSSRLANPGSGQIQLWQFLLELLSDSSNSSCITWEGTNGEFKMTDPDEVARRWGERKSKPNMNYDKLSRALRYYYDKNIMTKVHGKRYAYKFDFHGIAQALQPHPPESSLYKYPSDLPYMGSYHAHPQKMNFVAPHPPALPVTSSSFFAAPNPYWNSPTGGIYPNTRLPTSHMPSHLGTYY
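His-tagged ERG Ets domain (1 uM in the protein solution; 300mM KCl, 50mM Tris-HCl, 1mM EDTA, 1mM DTT, pH 7.5) received compound, then a probe mix of 5 nM fluorescein-DNA and 100nM Texas-615-DNA. Fluorescence polarization was read for both dyes.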
Apoferritin bind: candidate novel general anesthetic via apoferritin binding | P02791 | apoferritin/1-aminoanthracene competitive binding, fluorescence | Potency, µM (doses to about 77.5 µM), for inactives: top-dose activity change, negative = displacement, usual class: inhibitors | 0.074% of 350,000 active; further: potency means the concentration at half of the fitted maximal effect; on the % scale 0 is the no-effect control and ±100 the full control effect; nearly all actives have a fitted effect of over 20% in size
Target sequence (P02791 2-175 limits assumed): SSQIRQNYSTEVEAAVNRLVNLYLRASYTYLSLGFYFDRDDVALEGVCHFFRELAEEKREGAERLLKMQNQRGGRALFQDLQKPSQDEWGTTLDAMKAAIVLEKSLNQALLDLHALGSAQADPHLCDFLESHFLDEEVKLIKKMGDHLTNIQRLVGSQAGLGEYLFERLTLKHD
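10 uM apoferritin + 50% sat. 1-AMA, PBS; cpd 10 min RT; Ex380/Em535 endpoint; normalized to free probe vs complex; 4-param Hill fit; propofol titration as pos. ctrl.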
Pol kappa inh: inhibitors of human DNA polymerase kappa. Q9UBT6. purified Pol kappa, fluorescent DNA synthesis assay, 10 min. Potency, µM (series often up to 107 µM), for the others: at the highest dose activity, negative = inhibition, usual class: inhibitors. 0.53% of 400,000 active; further: potency means the concentration at half of the fitted maximal effect; on the % scale 0 is the no-effect control and ±100 the full control effect
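Pol kappa 10 nM + cpd, 15 min RT; start w/ substrate 50 nM final; fluorescence kinetic read, 0 and 10 min. Neg ctrl: buffer, no enzyme.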
BLM inh: blocks DNA unwinding by human BLM helicase. P54132. recombinant BLM DNA unwinding, fluorescence dequenching. 0.2% of 350,000 active. Potency, µM (top dose mostly 56.1 µM), inactives show at the highest dose activity change, negative = inhibition, hits mostly inhibitors. AID 2528;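 further: potency means the concentration at half of the fitted maximal effect; plate controls were vehicle for no effect and no enzyme for full effect; nearly all actives have a fitted effect of over 35% in size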
Pol beta inh: DNA polymerase beta (human) inhibition | Pol beta primer extension/strand displacement, fluorescence kinetic | P06746 | 1.3% of 340,000 active | Potency, µM (highest dose often 114 µM), without a hit: at the highest dose activity change, negative = inhibition, hits mostly inhibitors | AID 485314; further: potency means the concentration at half of the fitted maximal effect; on the % scale 0 is the no-effect control and ±100 the full control effect
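Reaction started by 50 nM substrate onto compound-treated Pol beta (10 nM, 15 min preincubation, room temperature); plates read at 0 min and 10 min. Normalized concentration-effect data fitted by four-parameter Hill equation.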
TRHR agonist: agonists of human TRH receptor | P34981 | TRHR cells, calcium flux fluo-8, FDSS agonist mode | activation, % at 2 µM | 0.18% of 360,000 active | AID 493084; in the data active means activation above about 30%; further: 0% is about no effect
Target sequence (P34981 whole entry, looked up): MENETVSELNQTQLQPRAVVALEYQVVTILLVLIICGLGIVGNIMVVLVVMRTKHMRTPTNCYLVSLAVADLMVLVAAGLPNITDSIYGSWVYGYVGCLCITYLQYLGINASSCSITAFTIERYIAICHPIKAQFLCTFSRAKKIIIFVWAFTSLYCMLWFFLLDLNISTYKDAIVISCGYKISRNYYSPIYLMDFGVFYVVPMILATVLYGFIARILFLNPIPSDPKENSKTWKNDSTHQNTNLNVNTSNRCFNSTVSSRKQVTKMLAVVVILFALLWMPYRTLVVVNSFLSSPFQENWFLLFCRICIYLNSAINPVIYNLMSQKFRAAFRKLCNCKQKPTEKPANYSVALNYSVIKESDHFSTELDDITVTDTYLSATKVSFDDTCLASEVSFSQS
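Read-out: compound-evoked intracellular calcium rise in TRHR cells, fluo-8 dye, kinetic FDSS fluorescence at 1 s/cycle following a 10-cycle baseline. Cells cultured overnight before dye loading (30 min–1.5 h, RT).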
APEX1 inh: inhibitors of human APE1 endonuclease. P27695. recombinant APE1, TAMRA/BHQ-2 abasic DNA cleavage fluorescence. AID 2517. 0.35% of 350,000 active. Potency, µM (titrated, usually from 65.8 µM), for inactives: at the top dose activity change, negative = inhibition, hits mostly inhibitors;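 further: potency means the concentration at half of the fitted maximal effect; plate controls were vehicle for no effect and reference inhibitor for full effect; nearly all actives have a fitted effect of over 55% in size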
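Incision of a quenched TAMRA/BHQ-2 THF abasic-site duplex (50 nM) by 0.75 nM APE1, after 15 min compound preincubation, measured as fluorescence increase over three 60 s reads. Values normalized to buffer, DMSO and NSC13755 control wells.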
Numbers without * were called inactive; ? = inconclusive; / = no result given; & = joins results of further samples; [ ] = remark or other dose. Unless noted, the call rests on the fitted dose curve; in most records, active means well fitted curve in the direction sought with a large enough effect; inconclusive means small, poorly fitted or top-dose-only effect, or another doubt; inactive means no such curve, though single readings can be large; an effect the other way counts as inactive or inconclusive.

SMILES	POLI inh	12-LOX inh	ERG-DNA inh	Apoferritin bind	Pol kappa inh	BLM inh	Pol beta inh	TRHR agonist	APEX1 inh
O=C(NCc1ccc(Cl)cc1)C(=O)Nc1ccc(Br)cc1	-8%	-11%	1%	0%	-8%	-4%	34%	-0.1	/
Cc1ccc(C(=O)Nc2cnc3ccccn3c2=O)cc1	18%&15%	-11%&26%	1%&-1%	-6%&-6%	-10%[60.1 µM]	-2%&2%	3%&3%	0.1&0.1	3%
CC1=CC(C/C(C)=C/COc2ccc3ccc(=O)oc3c2)OC1=O (configuration not stated)	4%	24%	-3%	-11%	-2%	0%	-16%	-0.4	1%
CC1CCC(NC(=O)C2CCN(c3nc4ccccc4s3)CC2)CC1 (configuration not stated)	25%	-2%	-9%	-11%	-12%	-3%	31%	0.5	18%
CCOC(=O)c1sc(/N=C/c2c(O)ccc3ccccc23)cc1C	18%	-22%	7%	-2%	-5%	-5%	1%	-0.3	0%
Cc1ccc2c(c1)N(C(=O)CCC(=O)Nc1ccc(F)cc1F)CC(C)O2 (configuration not stated)	9%	6%	-2%	40%[activator]	-7%	2%	26%	-0.3	/
COc1cc(/C=C/C(=O)O)cc(S(=O)(=O)Nc2ccc(S(=O)(=O)N3CCCCC3)cc2)c1OC	?	-2%	2%	/	-15%	/	/	0.5	14%
COc1cc(OC)cc(C(=O)N[C@H](C(=O)OCC(=O)NC(=O)c2cccn2C)C(C)C)c1	34%[activator]	-10%	-6%	-9%	-18%	-9%	9%	-0.3	8%
COc1ccc(N2CCC(N3CCN(C)C(CCO)C3)CC2)cc1 (configuration not stated)	-3%	?	-1%	-3%	13%	-11%	9%	-0.1	-10%
CCOC(=O)N1CCN(C(=O)COC(=O)c2cccc(S(C)(=O)=O)c2)CC1	-1%	8%	?	/	-2%	/	/	0.2	12%
Cc1cc(C)n2c(Nc3ccccc3)c(-c3ccccc3)nc2n1	-8%	-29%	-8%	-12%	-6%	-1%	1%	-0.8	/
Cc1c(Cc2ccc3c(c2)OCO3)sc(NC(=O)C2CC2)c1C(N)=O	-9%	?	0%	78%[activator]	8%	-4%	-25%	0.1	-7%
CCN(CC)S(=O)(=O)c1cccc(C(=O)OC2CC(C)OC2=O)c1 (configuration not stated)	23%	3%	3%	-7%	-1%	-2%	8%	0.1	28%
Cc1nc2nc(C)c(NS(=O)(=O)c3ccc(F)cc3)c(=O)n2[nH]1	22%	-21%	-1%	-3%	-12%	2%	-14%	0.5	/
CCOc1ccccc1N1C(=O)CC(Nc2ccc(N3CCOCC3)cc2)C1=O (configuration not stated)	15%	-27%	-6%	-17%	-16%	5%	8%	-0.2	7%
CN(Cc1ccccc1)S(=O)(=O)c1ccc(NC(=O)c2cc(=O)c3ccccc3o2)cc1	41%[activator]	-63%&-24%	1%	-19%	9%	1%	3%	-0.1	/
Cc1ccc(/C=C/C(=O)O)cc1S(=O)(=O)NCCO	3%	0%	-1%	1%	-20%	0%	-15%	-0.1	-2%
CCOC(=O)c1c(NC(=O)CSc2ncn[nH]2)sc(C(=O)NC)c1C	29%	-20%	-2%	-9%	-30%	-3%	59%	0.7	8%
N#C/C(=C\c1ccc(Cl)cc1)c1nc(-c2cc3ccccc3oc2=O)cs1	10%	0%	-2%	-8%	-8%	1%	-25%	-0.3	/
O=C(CN1CCN(Cc2cccc(Cl)c2)C1=O)NCc1ccc(F)cc1	23%	?	-16%	-13%	-9%[60.1 µM]	-2%	-5%	-1.2	/
O=C(O)c1cc(S(=O)(=O)N2CC3CC3C2C(=O)O)c(Cl)cc1Cl (configuration not stated)	12%	?	-11%	-1%	1%	-3%	-1%	0.9	1%
O=C(NCN1C(=O)C2C3C=CC(C3)C2C1=O)Nc1cccnc1 (configuration not stated)	2%	6%	-7%	-1%	-4%	-1%	14%	1.1	4%
CCCn1c(C(O)c2cc(OC)ccc2OC)nc2ccccc21 (configuration not stated)	-5%	35%[activator]	-1%	-6%	7%	-5%	20%	0.1	-2%
Cc1ccc(C)c(NC(=O)Cn2c(-c3nonc3N)nc3ccccc32)c1	30%[activator]	23%&5%	-24%	4%	14%	-3%	7%	0.5	/
Cc1noc(C)c1C1(O)CCCCCCCCCCC1	12%	-19%	-15%	-8%	-23%	-2%	-28%	-0.6	1%

Profiles as entered above. Order of values: POLI inh, 12-LOX inh, ERG-DNA inh, Apoferritin bind, Pol kappa inh, BLM inh, Pol beta inh, TRHR agonist, APEX1 inh
Record of `Cc1c(Cc2ccc3c(c2)OCO3)sc(NC(=O)C2CC2)c1C(N)=O` = -9%, ?, 0%, 78%[activator], 8%, -4%, -25%, 0.1, -7%
Record of `O=C(NCc1ccc(Cl)cc1)C(=O)Nc1ccc(Br)cc1` = -8%, -11%, 1%, 0%, -8%, -4%, 34%, -0.1, /

Compounds listed so far that contain a halogen:
SMILES	POLI inh	12-LOX inh	ERG-DNA inh	Apoferritin bind	Pol kappa inh	BLM inh	Pol beta inh	TRHR agonist	APEX1 inh
O=C(NCc1ccc(Cl)cc1)C(=O)Nc1ccc(Br)cc1	-8%	-11%	1%	0%	-8%	-4%	34%	-0.1	/
Cc1ccc2c(c1)N(C(=O)CCC(=O)Nc1ccc(F)cc1F)CC(C)O2 (configuration not stated)	9%	6%	-2%	40%[activator]	-7%	2%	26%	-0.3	/
Cc1nc2nc(C)c(NS(=O)(=O)c3ccc(F)cc3)c(=O)n2[nH]1	22%	-21%	-1%	-3%	-12%	2%	-14%	0.5	/
N#C/C(=C\c1ccc(Cl)cc1)c1nc(-c2cc3ccccc3oc2=O)cs1	10%	0%	-2%	-8%	-8%	1%	-25%	-0.3	/
O=C(CN1CCN(Cc2cccc(Cl)c2)C1=O)NCc1ccc(F)cc1	23%	?	-16%	-13%	-9%[60.1 µM]	-2%	-5%	-1.2	/
O=C(O)c1cc(S(=O)(=O)N2CC3CC3C2C(=O)O)c(Cl)cc1Cl (configuration not stated)	12%	?	-11%	-1%	1%	-3%	-1%	0.9	1%

The list continues:
SMILES	POLI inh	12-LOX inh	ERG-DNA inh	Apoferritin bind	Pol kappa inh	BLM inh	Pol beta inh	TRHR agonist	APEX1 inh
C=C1c2c(Cl)ccc(O)c2C(O)=C2C(=O)[C@]3(O)C(O)=C(C(N)=O)C(=O)[C@@H](N(C)C)[C@@H]3[C@@H](O)C12 (some centres not stated)	2.5µM*	?	10%	/	4µM*	/	/	0.3	12%
CCOc1cc(/C=N/NC(N)=O)cc(Br)c1OCC(=O)Nc1cccc2ccccc12	-2%	12%	-8%	-22%	-14%	-8%	10%	0.8	18%
Cc1cccc(NC(=O)c2ccc(-n3cncn3)c([N+](=O)[O-])c2)c1	14%	-2%	12%	/	1%	/	/	0.2	49%
O=C(NCCc1c[nH]c2ccccc12)c1ccco1	15%	-6%	10%	-10%	11%	3%	35%	-0.4	-15%
CN(c1cccc(NC(=O)Nc2cccc(Cl)c2)c1)S(C)(=O)=O	-15%	?	-9%	-24%	-5%	-3%	73%	0.1	0%
O=C(COc1coc(CN2CCN(c3ccccc3)CC2)cc1=O)Nc1cccc(F)c1	39%[activator]	-14%	18%	/	-10%	/	/	0.0	29%
O=C(NCCN1CCOCC1)NC1(C(F)(F)F)Oc2ccc(Cl)cc2O1 (configuration not stated)	-2%	?	5%	6%	0%	4%	-1%	-0.4	-5%
O=C(O)CC(NS(=O)(=O)c1ccc(Br)s1)c1ccccc1 (configuration not stated)	36%[activator]	-8%	-8%	7%	5%	1%	22%	0.8	/
Cn1/c(=N/N=C/c2ccc([N+](=O)[O-])cc2)sc2ccccc21	/	/	/	-3%	/	5%	-3%	-0.6	-9%
Cn1c(=O)c2c(SCC(=O)NCc3ccc(F)cc3)nc(-c3ccccc3Cl)nc2n(C)c1=O	0%	?	-3%	-17%	-4%[60.1 µM]	0%	62%	0.1	/
O=C(Nc1ccc(-c2noc(CCc3ccccc3)n2)cc1)c1cccnc1	20%	3%	-1%	-9%	-18%	-10%	0%	0.8	-5%
O=C(CCCCn1c(=O)c2ccccc2n(Cc2ccc(F)cc2)c1=O)NCc1ccco1	4%	?	-6%	-5%	-9%	-1%	3%	0.2	-7%
CCN(C(=O)c1c(N)cnn1C)c1ccccc1	73%[activator]	2%	-7%	-6%	-8%	-5%	17%	0.2	-5%
Cc1cccc(-n2c(CCn3nc(C)c([N+](=O)[O-])c3C)n[nH]c2=S)c1	1%	?	5%	-12%	6%	-8%	21%	0.3	13%
CCOC(=O)Cn1c(=O)oc2cc(S(=O)(=O)Nc3ccccc3F)ccc21	11%	-4%	3%	6%	5%	-1%	6%	0.6	/
CC(=O)C1=C(O)C(=O)N(c2nccs2)C1c1ccc(F)cc1 (configuration not stated)	-4%	?	10%	2%	12%	3%	7%	-0.1	-6%
CC1CCN(C(=O)CSc2ccc(-c3ccc(F)cc3)nn2)CC1	7%	1%	-1%	?	-17%	-1%	4%	-0.6	-4%
CN(c1ccccc1)S(=O)(=O)c1cccc(C(=O)NCc2ccccc2CN2CCCC2)c1	11%	-13%	-5%	/	-12%	/	/	-0.5	43%[activator]
CCSc1ncc(Cl)c(C(=O)Nc2sc3c(c2C(=O)NCCCOC)CCCC3)n1	7%&27%	7%	1%	-6%	16%&2%	2%	26%	-0.9	/
O=C(Nc1cccc(F)c1)C1CCN(C(=O)N2CCOc3ccccc32)CC1	34%[activator]	7%&3%	-11%	-7%	-1%	0%	-22%	0.5	5%
CCOC(=O)C1=C(C)NC(C)=C(C(=O)OCC)C1c1ccc(OC)cc1	-5%	0%	-2%	-5%	-5%	-6%	-21%	0.1	-3%

Bioassay records deposited in PubChem BioAssay by National Center for Advancing Translational Sciences (NCATS).

Some of the compounds tested (hit frequency here may not be typical).
